Screening results (PubChem BioAssay)
AHR act = activators of human aryl hydrocarbon receptor; P35869; AHR-responsive luciferase reporter cells, luminescence; activation, % at 5 µM; hit rate 2.5% among 320,000; AID 2796; in the data active means activation above about 47%;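 further: 0% = vehicle wells and 100% = reference agonist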
Target sequence (P35869 whole entry, looked up): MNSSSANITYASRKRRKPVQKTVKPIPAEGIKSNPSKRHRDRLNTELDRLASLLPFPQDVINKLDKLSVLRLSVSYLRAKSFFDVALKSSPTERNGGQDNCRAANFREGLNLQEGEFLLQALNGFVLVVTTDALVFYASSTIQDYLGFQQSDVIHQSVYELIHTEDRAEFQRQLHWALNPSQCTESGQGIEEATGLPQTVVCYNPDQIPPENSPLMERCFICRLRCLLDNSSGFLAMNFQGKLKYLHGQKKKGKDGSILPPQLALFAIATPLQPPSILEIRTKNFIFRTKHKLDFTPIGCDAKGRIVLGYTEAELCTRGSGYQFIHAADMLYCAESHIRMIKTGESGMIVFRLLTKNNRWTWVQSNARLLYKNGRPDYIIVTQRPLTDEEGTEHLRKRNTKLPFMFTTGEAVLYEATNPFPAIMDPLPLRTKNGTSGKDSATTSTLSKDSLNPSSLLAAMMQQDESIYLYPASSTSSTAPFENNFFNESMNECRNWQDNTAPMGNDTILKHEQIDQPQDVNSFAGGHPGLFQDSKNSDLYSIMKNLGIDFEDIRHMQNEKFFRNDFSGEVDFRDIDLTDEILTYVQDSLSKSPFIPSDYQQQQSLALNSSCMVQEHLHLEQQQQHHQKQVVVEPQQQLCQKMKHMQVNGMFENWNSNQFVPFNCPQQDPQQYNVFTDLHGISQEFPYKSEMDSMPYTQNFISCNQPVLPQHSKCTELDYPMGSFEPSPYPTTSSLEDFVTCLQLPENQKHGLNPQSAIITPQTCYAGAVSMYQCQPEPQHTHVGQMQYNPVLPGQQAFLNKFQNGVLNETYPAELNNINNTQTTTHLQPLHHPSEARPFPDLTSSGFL
Yeast superoxide = yeast age-related superoxide inhibition as caloric restriction mimetic | S. cerevisiae aged cells, superoxide DHE fluorescence; hits give low values | superoxide response (% of plate mean), % at 10 µM | hit rate 0.18% among 330,000;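 active means superoxide response under a set limit, about three screen SD below normal, cut at about 65% in these data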;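 further: yeast aged for seven days with compound at 30 °C before DHE staining; 100% = average MFI of all compound-treated wells on the plate with controls excluded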
LAP4 TOR yeast = yeast TOR pathway LAP4-GFP modulation | S. cerevisiae LAP4-GFP multiplex, flow cytometry GFP, 3 h; median GFP as percent of DMSO wells | GFP response vs DMSO, % at 10 µM | hit rate 0.34% among 320,000;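 active means GFP response vs DMSO above a set limit, about the screen mean plus 3 SD, cut at about 150% in these data; inconclusive means under 70 cell events counted for the yeast strain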
MEP2-GFP yeast = modulators of TOR pathway MEP2-GFP in S. cerevisiae | S. cerevisiae MEP2-GFP strain, flow cytometry GFP, 3 h; 100% = DMSO control level | GFP response vs DMSO, % at 10 µM | hit rate 0.51% among 330,000 | AID 2016;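 active means GFP response versus DMSO above a set limit, roughly screen mean plus 3 SD, cut at about 180% in these data; inconclusive means fewer than 70 cells counted for a yeast strain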;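 further: median GFP fluorescence of the barcode-gated MEP2-GFP cells per well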
CIT2 TOR yeast = modulators of TOR pathway CIT2-GFP in S. cerevisiae; GFP response vs DMSO, % at 10 µM; AID 2029; hit rate 0.065% among 320,000; S. cerevisiae CIT2-GFP strain, flow cytometry, 3 h; 100 means same as DMSO wells;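 active means GFP response relative to DMSO above a set limit, near the screen mean plus 3 SD, cut at about 150% in these data; inconclusive means Fewer than 70 cells measured for a yeast strain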;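 further: ratio of well median GFP fluorescence to mean of DMSO wells on the plate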
AGP1 TOR yeast = alters AGP1-GFP fluorescence in TOR pathway yeast screen; GFP response vs DMSO, % at 10 µM; AID 2066; hit rate 0.02% among 320,000; S. cerevisiae AGP1-GFP multiplex flow cytometry, 3 h; GFP as percent of DMSO wells;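 active means GFP response relative to DMSO above a set limit, near screen average plus 3 SD, cut at about 150% in these data; inconclusive means fewer than 70 cells counted for the yeast strain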;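 further: median GFP channel fluorescence of the gated AGP1 strain per well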
RPL19A-GFP yeast = alters RPL19A-GFP fluorescence in TOR pathway yeast screen; hit rate 0.3% among 330,000; percent response vs DMSO, % at 10 µM; S. cerevisiae RPL19A-GFP strain, flow cytometry, 3 h; hits give low values;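 active means percent response vs DMSO below 50%; inconclusive means fewer than 70 events counted for the yeast strain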;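 further: median channel GFP fluorescence of the barcoded RPL19A-GFP strain; ratio of sample median GFP to plate DMSO average so 100% = DMSO; lower means less RPL19A-GFP as with rapamycin TOR inhibition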
Efflux pump inh = blocks antifungal efflux pumps in multiplex yeast assay; S. cerevisiae Candida pump triplex, Nile Red efflux; inhibition, % at 10 µM; hit rate 0.44% among 330,000; AID 485275;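 active means plate passing quality check with inhibition over a set limit, or well fluorescence over plate mean plus 4 SD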;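 further: Nile Red retained in pooled yeast measured as flow cytometry median fluorescence; 0% = buffer negative control and 100% = Enniatin B positive control; higher means more Nile Red kept so more efflux inhibition; some compounds called inactive have numbers as strong as hits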
Numbers without * were called inactive; u = inconclusive; x = no result given; [ ] = another dose, or the depositor's remark.

SMILES	AHR act	Yeast superoxide	LAP4 TOR yeast	MEP2-GFP yeast	CIT2 TOR yeast	AGP1 TOR yeast	RPL19A-GFP yeast	Efflux pump inh
COc1ccc(S(=O)(=O)N(C)CC(=O)NC2CCCC2)cc1Cl	5	96	89	91	93	96	95	0.1
CCC(=O)N1CCc2cc(S(=O)(=O)CCC(=O)N3CCc4ccccc4C3)ccc21	0	112	99	100	94	100	99	0.1
CC(=O)NC(NC(=S)Nc1ccccc1Br)C(Cl)(Cl)Cl (configuration not stated)	0	100	113	111	107	118	109	-0.1
COc1cccc(NC(=O)c2nc(S(C)(=O)=O)ncc2Cl)c1	6	107	103	106	99	102	104	-0.1
O=C(NC1CCCCCC1)c1cccs1	2	82	103	101	98	101	101	-0.1
CCOc1ccc2[nH]c(=O)c(CN(CCO)C(=O)c3ccc(Br)cc3)cc2c1	9	116	100	103	100	102	105	0.0
NS(=O)(=O)c1ccc(NC(=O)CCC(=O)N2CCOCC2)cc1	-1	112	105	102	116	119	109	0.1
CSCC[C@H](NC(=O)c1ccco1)c1nnc2ccccn12	1	92	83	96	98	90	96	-0.1
COc1ccc(NC(=S)N2CCCC(c3nc4ccc(C)cc4[nH]3)C2)cc1 (configuration not stated)	10	98	106	84	97	97	87	0.1
Cc1cc(/C=C(\C#N)C(=O)O)c(C)n1CC(C)C	-1	104	95	111	107	107	108	-0.2
CCOC(=O)c1cccc(NC(=O)Nc2ccc3c(c2)C(=O)OC3)c1	1	96	108	100	95	99	99	0.1
COc1ccc(C(=O)NC(=S)Nc2ccc(NC(=O)c3ccco3)cc2)cc1[N+](=O)[O-]	-2	96	107	165	113	104	107	0.0
CN(CC(=O)Nc1cccc(F)c1)C(=O)/C=C/c1cc(Br)ccc1OC(F)F	3	80	108	89	91	105	96	0.0
O=S(=O)(NCc1ccccc1Cl)c1ccc(-n2cccn2)cc1	3	106	103	98	97	106	95	-0.1
Cc1cc(C(=O)CN2C(=O)NC3(CCCc4ccccc43)C2=O)c(C)n1Cc1cccs1 (configuration not stated)	1	100	100	113	103	106	104	0.1
CCCOc1ccc(-c2nnc(-c3ccco3)o2)cc1	1	84	110	101	97	95	100	0.0
O=C(/C=C/c1ccccc1Cl)Nn1cnc2ccccc2c1=O	-4	97	89	102	102	99	103	-0.1
COc1ccccc1CNC(=O)C12CC3CC(CC(C3)C1)C2	20	62*	106	104	100	100	107	1.1
CC(C)Oc1ccc(C(=O)CCN2CCCCC2)cc1	4	77	112	113	109	110	102	0.0
COC(=O)C1CCN(C(=O)c2sc3nc(-c4ccccc4)cn3c2C)CC1	-1	98	108	102	92	101	98	0.0
COc1ccc(Cl)cc1C(=O)NNC(=S)NC(=O)c1ccc(F)c(F)c1	13	106	116	102	117	116	97	-0.1
CCOc1ccc(S(=O)(=O)Nc2ccc(C(=O)NCC(C)(C)N3CCOCC3)cc2)cc1	1	105	106	94	92	104	99	0.0
CCSc1nnc(NC(=O)CSc2nnc(CNC(=O)c3ccccc3F)o2)s1	8	107	103	102	100	103	105	0.2
O=Cc1c(-c2ccc(Cl)cc2)oc2ccc(O)cc12	-5	92	103	92	81	80	99	0.1
COc1ccc(NC(C)=[N+](C)CCNS(=O)(=O)c2ccc(Cl)cc2)cc1	-8	97	92	98	104	108	99	0.0
O=C(C1CCCO1)N1CCC(c2nc3ccccc3[nH]2)CC1 (configuration not stated)	3	89	99	100	103	104	95	0.1
Cc1cccc(NC(=O)COn2nnc3ccc(S(C)(=O)=O)cc32)c1	10	92	100	93	102	103	102	0.0
O=c1c(Cc2ccc(F)cc2)c(O)ccn1C1CCCCC1	-1	96	100	103	105	105	100	-0.2
CC1=N/C(=C\c2ccc([N+](=O)[O-])cc2)C(=O)N1c1ccc(Cl)cc1	0	97	94	96	89	93	91	-0.1
CCCCCC1CC1C(=O)N/N=C/c1ccc(N(C)C)cc1 (configuration not stated)	32	105	x	101	88	87	88	0.0
O=C(CCS(=O)(=O)c1ccc(F)cc1)Nc1ccc(N2CCN(Cc3ccccc3)CC2)cc1	3	94	95	95	99	96	96	-0.1
CC(C)(C)C1CCC(=NNC(=O)CN(c2ccccc2)S(=O)(=O)c2ccccc2[N+](=O)[O-])CC1 (configuration not stated)	7	87	80	86	102	93	112	-1.5
COc1ccc(-c2cc(=Nc3c(C)n(C)n(-c4ccccc4)c3=O)c3ccccc3o2)cc1	8	103	104	108	108	106	115	-0.1
COc1ccc(CCN2CC(C(=O)NCCc3ccccc3C(F)(F)F)CCC2=O)cc1 (configuration not stated)	3	102	117	111	115	119	108	-0.4
N#CCC(=O)N/N=C/c1cc([N+](=O)[O-])ccc1N1CCCC1	7	96	96	103	107	103	102	0.0
O=C1c2ccccc2C(=O)N1Cc1nc2ccccc2o1	6	98	96	90	92	x	96	0.0
O=C(Nc1ccc(N2CCOCC2)cc1)c1ccc(Br)o1	5	90	99	102	101	97	104	0.1
CC(=O)C(Sc1ccc2nnc(-c3ccc(F)cc3)n2n1)C(C)=O	9	106	101	108	103	102	102	0.1
CCCCC1=CC2=CC(=O)C(C)(OC(=O)c3cnc4ccccc4n3)C(=O)C2=CO1 (configuration not stated)	5	101	102	88	77	82	108	0.6
COc1ccccc1NS(=O)(=O)c1ccc(C)c(NC(=O)c2ccc(S(=O)(=O)N3CCCCCC3)cc2)c1	4	119	100	102	99	102	104	-0.1

Copied from the list:
`CC(C)(C)C1CCC(=NNC(=O)CN(c2ccccc2)S(=O)(=O)c2ccccc2[N+](=O)[O-])CC1` (configuration not stated) | Efflux pump inh = -1.5
`O=C(CCS(=O)(=O)c1ccc(F)cc1)Nc1ccc(N2CCN(Cc3ccccc3)CC2)cc1` | MEP2-GFP yeast = 95

Continued:
SMILES	AHR act	Yeast superoxide	LAP4 TOR yeast	MEP2-GFP yeast	CIT2 TOR yeast	AGP1 TOR yeast	RPL19A-GFP yeast	Efflux pump inh
CCCCN1C(=O)C(C)=C(C)C1OCCc1ccc(OC)c(OC)c1 (configuration not stated)	1	97	102	112	106	106	103	-0.1
Cc1ccc(Cn2c(CN3CCOCC3)nc3c2c(=O)[nH]c(=O)n3C)cc1	2	99	89	100	100	92	88	-0.1
CS(=O)(=O)c1ccc(NC(=O)c2ccc3c(c2)S(=O)(=O)N=C2CCCCCN23)cc1	1	91	111	109	104	118	107	-0.1
COc1ccc(C2/C=C\CN(C(=O)C3CC3)[C@H](Cc3ccccc3)C(=O)N2Cc2ccc(F)cc2)cc1 (some centres not stated)	2	91	103	99	86	91	107	0.1
CC1CCCC(NC(=O)CSc2nnc(N)s2)C1C (configuration not stated)	-1	89	88	97	95	90	91	-0.1
C/C(=N\NC(=O)c1ccc(F)cc1)c1cccc(NC(=O)c2cccc(F)c2)c1	29	103	107	113	103	101	107	-0.1
CC(=O)Oc1ccc(-c2cccc(C(=O)N3CCCCC3)c2)cc1	7	94	100	108	99	97	99	0.0
Cc1nn(C)cc1/C=N/O	1	90	101	102	107	105	107	-0.2
CCCc1[nH]nc2c1C(c1cccc(OC)c1)C(C#N)=C(N)O2 (configuration not stated)	0	109	96	105	96	96	92	-0.1
COc1cccc(OCc2cc(C(=O)N3CCCC3c3ccccn3)no2)c1 (configuration not stated)	16	87	102	101	100	104	115	-0.1
CCCCCn1c(=N)c(S(=O)(=O)c2ccc(Cl)cc2)cc2c(=O)n3cccc(C)c3nc21	0	101	87[may fluoresce violet]	297*[may fluoresce violet]	u	u	53[may fluoresce violet]	-0.3
CCc1nnc(NC(=O)Cc2ccc(OC)cc2)s1	2	102	x	85	88	93	88	-0.1
COC(=O)c1ccc(S(=O)(=O)N2CCN(CCO)CC2)n1C	0	108	100	100	87	92	94	0.1
COc1cccc2c(=O)ccoc12	9	100	100	98	100	97	95	-0.1
COC(=O)CCCC1=CC2=CC(=O)C(C)(OC(=O)c3cccs3)C(=O)C2=CN1CC1CC1 (configuration not stated)	1	104	112	91	64	72	98	0.4
COc1cc(C(C(=O)NC(C)(C)C)N(Cc2ccccc2)C(=O)c2cnccn2)cc(OC)c1OC (configuration not stated)	-5	95	96	95	96	99	96	0.0
CCOC(=O)c1ccc(N2C(=O)CC(Sc3ncccn3)C2=O)cc1 (configuration not stated)	-1	92	94	104	104	102	101	0.1
CC(=O)Nc1ccc(NC(=O)C(C)OC(=O)c2ccc(-n3cnnn3)cc2)cc1 (configuration not stated)	0	93	94	96	96	100	93	-0.1
Cc1coc(NC(=O)CSc2nc(-c3ccc(Cl)cc3)cc(C(F)(F)F)c2C#N)n1	41	97	100	106	109	107	100	-0.1
c1ccc(-c2nc(NCCCn3ccnc3)c3ccccc3n2)cc1	82*	71	83	89	91	88	89	-0.1
CCC(C)Nc1nc(N)c([N+](=O)[O-])c(Nc2ccccc2OC)n1 (configuration not stated)	69*	79	115	94	95	94	96	0.1
COCCN1CCC(CNCc2c(C(=O)N3CCCCC3)nc3c(C)cccn23)C1 (configuration not stated)	5	96	100	105	101	106	100	-0.1
O=C(O)c1ccc2c(c1)-c1nc3ccccc3n1C2=O	0	97	98	99	97	95	97	0.0
CCNC(=O)C1CC(=O)N(c2ccc(Br)cc2)C1 (configuration not stated)	-4	145	103	105	114	109	102	-0.1
Cc1ccc(S(=O)(=O)Oc2ccc(/C=C(/NC(=O)c3ccccc3)C(=O)NC(C)C(=O)O)cc2)cc1 (configuration not stated)	1	90	96	102	96	102	101	0.1
O=c1cc[nH]c2cc(Cl)ccc12	1	101	102	99	90	90	97	-0.1
OCC1(Cc2ccccc2)CCCN(Cc2ccc(-c3ccco3)cc2)C1 (configuration not stated)	1	95	92[may fluoresce violet]	328*[may fluoresce violet]	u	27[may fluoresce violet]	36*[may fluoresce violet]	-0.1
CSCCC(NC(=O)c1ccccc1)C(=O)NCCCSc1ccccc1 (configuration not stated)	-1	94	98	106	95	105	103	-0.1
O=C(C1CCCN(S(=O)(=O)c2cccc3nonc23)C1)N1CCC(Cc2ccccc2)CC1 (configuration not stated)	2	105	101	100	93	102	98	0.1
CCC(CC)C1=NN2C(=N)/C(=C/c3ccc(OC(=O)c4ccco4)cc3)C(=O)N=C2S1	0	124	94	99	100	101	102	0.0
NC(=S)N/N=C/c1ccc(-c2ccc([N+](=O)[O-])cc2)o1	92*	104	97	98	101	107	106	0.0
O=C(CN1CCOCC1)Nc1ccc([N+](=O)[O-])cc1	-2	100	104	111	104	103	108	0.2
Cc1cc(C)cc(CC2CC(=O)N(c3ccc(Cl)cn3)C2=O)c1 (configuration not stated)	0	125	96	91	80	86	97	0.4
COc1cccc(NC(=O)CN(C)C(=O)/C=C/c2cc(OC)ccc2OC)c1	38	76	95	104	99	97	104	15*
CC(=O)c1ccc(NC(=O)CSc2nc(N)c3cc4c(nc3n2)CCCC4)cc1	7	91	101	114	130	101	103	-0.2
Cc1cc2c(ncn2Cc2ccccc2)c([N+](=O)[O-])c1C	1	81	101	101	106	107	102	-0.1
CC(C)CCn1nnnc1C(c1ccc(F)cc1)N1CCC(C(N)=O)CC1 (configuration not stated)	1	124	98	105	99	99	98	0.1
COc1ccc(/C(O)=C2/C(=O)C(=O)N(CC3CCCO3)C2c2cccc(OC)c2)cc1 (configuration not stated)	-1	109	95	96	96	102	100	-0.1
Cc1ccc(S(=O)(=O)N2CCN(CC(O)c3ccccc3)CC2)cc1C (configuration not stated)	0	102	87	87	96	88	98	-0.1
